Screening data: PubChem, several laboratories
RGS8-Gao reg: human RGS8-Galphao interaction regulation; response (percent of control binding), % at 10 µM; AID 1423; P09471; multiplexed bead flow cytometry, RGS8-Galphao binding; actives lie on both sides; 220,000 tested, 0.34% active; in the data active = response below about 60% or above about 140%; inactive = in between;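 also: Galphao activated as the GDP aluminium fluoride complex binding bead-coupled RGS8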
Target sequence (P09471 whole entry, looked up): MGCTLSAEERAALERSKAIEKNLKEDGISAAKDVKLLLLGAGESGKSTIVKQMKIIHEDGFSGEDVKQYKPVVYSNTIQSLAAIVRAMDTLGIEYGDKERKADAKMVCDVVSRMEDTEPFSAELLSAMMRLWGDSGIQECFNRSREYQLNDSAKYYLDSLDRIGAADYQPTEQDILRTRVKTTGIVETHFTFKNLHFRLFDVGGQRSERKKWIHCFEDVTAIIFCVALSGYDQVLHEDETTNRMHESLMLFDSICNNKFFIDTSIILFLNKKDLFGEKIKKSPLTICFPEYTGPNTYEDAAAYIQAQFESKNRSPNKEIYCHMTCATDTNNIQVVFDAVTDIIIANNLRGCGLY
RGS7-Gao: regulators of human RGS7-Galphao interaction. Multiplexed bead flow cytometry, RGS7-Galphao binding; actives lie on both sides. binding response (% of control), % at 10 µM. 220,000 tested, 0.35% active. AID 1439; in the data active = binding response below about 49% or above about 150%; inconclusive = no clear call, values can overlap the other calls; inactive = in between;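 also: fluorescent Galphao held in activated GDP-AlF4 state binding bead-coupled RGS7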
Pf gamet viab: kills late stage P. falciparum gametocytes | P. falciparum stage V gametocytes, ATP luminescence, 24 h | inhibition, % at 10.9 µM | 150,000 tested, 0.065% active | AID 743093;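 active = inhibition above the mean plus 3 SD of compounds within the control limits, set per campaign, cut at about 38% in these data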;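 also: 0% = DMSO wells and 100% = medium only without gametocytes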
Mcl-1 Bim block: disrupts Bim peptide binding to human Mcl-1; Q07820; Bead-based flow cytometry, Bim peptide-Mcl-1 binding; inhibition, % at 10 µM; 190,000 tested, 0.1% active; in the data active = inhibition above about 40%;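 also: 0% = no compound tracer wells and 100% = peptide blocker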
Avidin bead fluor: avidin bead compound fluorescence profile; Avidin beads, compound fluorescence 488/530 nm, flow cytometry; hits give high values; fluorescence (KMESF) at 10 µM; 220,000 tested, 0.38% active; AID 1775; in the data active = fluorescence above about 47; also: inactives centre near 10
ABCB1 block: blocks JC-1 efflux by human ABCB1 transporter; P08183; CCRF-Adr cells, flow cytometry; inhibition, % at 6.6 µM; 190,000 tested, 0.067% active; AID 1326; in the data active = inhibition above about 40%;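 also: 0% = vehicle and 100% = reference inhibitor; higher value means more JC-1 retained so stronger ABCB1 efflux block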
Mcl1 Bid PPI: disrupts binding of human Mcl-1 to Bid peptide | TR-FRET Mcl-1/Bid-Dy647 peptide binding, 1536-well | inhibition, % at 21.7 µM | 220,000 tested, 0.97% active | AID 1021;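 active = compounds that cut the binding signal by more than half at the single screening dose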;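 also: His-tagged Mcl-1 with europium anti-His antibody binding Bid BH3 peptide; 0% = Mcl-1 plus peptide wells and 100% = peptide-only wells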
GSH bead fluor: compound fluoresces at 488/530 nm on GSH beads; GSH beads flow cytometry, compound fluorescence 488/530 nm; hits give high values; fluorescence (KMESF) at 10 µM; AID 1776; 190,000 tested, 0.25% active; in the data active = fluorescence above about 89;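 also: glutathione beads carrying GST-tagged Bcl family fusion proteins plus one bare bead set; values are compound well signal with DMSO vehicle wells as background; inactives centre near 16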
RGS4-Gao reg: modulates binding of RGS4 to human Galphao. P09471. Multiplexed bead flow cytometry; actives lie on both sides. binding response (% of control), % at 10 µM. 220,000 tested, 0.33% active; in the data active = binding response below about 49% or above about 150%; inactive = in between;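 also: fluorescent Galphao activated with aluminum fluoride binding bead-coupled RGS4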
Mcl1-Noxa inh: Mcl-1/Noxa interaction inhibition. Q07820. TR-FRET Mcl-1/Noxa peptide binding, 2 h. inhibition, % at 21.7 µM. 220,000 tested, 1.5% active. AID 1022;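 active = compounds that cut the protein-peptide binding signal by more than 50% relative to plate controls in a single-dose test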;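 also: His-tagged Mcl-1 with rhodamine Noxa BH3 peptide and terbium anti-His antibody; 0% = Mcl-1 plus Noxa peptide wells and 100% = peptide-only wells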
ABCG2 inh: human ABCG2 inhibition, ABCB1 as counter-screen; Q9UNQ0; IgMXP3 cells, JC-1 efflux, flow cytometry; AID 1325; 190,000 tested, 0.1% active; inhibition, % at 6.6 µM;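 active = inhibition above 80%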;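 also: 0% = DMSO and 100% = nicardipine control wells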
Target sequence (Q9UNQ0 whole entry, looked up): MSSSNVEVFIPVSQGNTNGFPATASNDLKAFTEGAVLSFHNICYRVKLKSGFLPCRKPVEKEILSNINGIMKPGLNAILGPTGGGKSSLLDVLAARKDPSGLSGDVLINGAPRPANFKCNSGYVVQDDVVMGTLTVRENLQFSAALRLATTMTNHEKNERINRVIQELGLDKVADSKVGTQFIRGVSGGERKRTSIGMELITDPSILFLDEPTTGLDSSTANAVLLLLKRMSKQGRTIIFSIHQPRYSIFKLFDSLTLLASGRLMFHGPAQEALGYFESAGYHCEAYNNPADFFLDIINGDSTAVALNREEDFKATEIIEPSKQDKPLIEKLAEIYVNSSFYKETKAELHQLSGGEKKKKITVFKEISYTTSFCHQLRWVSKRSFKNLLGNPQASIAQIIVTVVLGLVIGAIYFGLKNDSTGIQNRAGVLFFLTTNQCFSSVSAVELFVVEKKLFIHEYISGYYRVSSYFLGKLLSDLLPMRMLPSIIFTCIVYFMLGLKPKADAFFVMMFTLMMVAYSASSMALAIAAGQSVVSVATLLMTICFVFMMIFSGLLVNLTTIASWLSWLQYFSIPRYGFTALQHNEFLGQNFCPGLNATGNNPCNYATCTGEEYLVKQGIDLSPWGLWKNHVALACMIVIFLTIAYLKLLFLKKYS
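Test system: IgMXP3 (ABCG2) plus far-red-tagged CCRF-Adr (ABCB1) cells / Amount: 3 million cells/mL in well / Reagent: JC-1 transporter substrate / Timing: 10 min compound exposure, 25 °C / Signal: flow cytometry, 530 nm JC-1 signal / Read-out: percent efflux inhibition, scaled nicardipine 100% to DMSO 0% / Benchmarks: nicardipine as high control, DMSO as low control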
The depositor's hits bear a star; u = inconclusive; x = not tested or not shown; [ ] = remark or other dose.

SMILES	RGS8-Gao reg	RGS7-Gao	Pf gamet viab	Mcl-1 Bim block	Avidin bead fluor	ABCB1 block	Mcl1 Bid PPI	GSH bead fluor	RGS4-Gao reg	Mcl1-Noxa inh	ABCG2 inh
CCOc1ccc(NC2=NCC(=O)N2CCc2ccccc2)cc1	94	94	x	1	18	0.3	-20	6	83	25	2
Cc1cc(C)n(-c2ccc(C(=O)C(C#N)c3nc4ccccc4n3C)cc2)n1 (stereo not given)	96	93	x	2	16	-1.3	-23	22	94	14	3
Nc1nnc(SCc2ccc3c(c2)OCO3)s1	99	112	x	-8	17	0.2	-9	31	105	12	1
COc1ccccc1N(CN1CCCC1=O)C(=O)c1c(F)cccc1Cl	102	103	3	0	11	0.6	-19	66	104	2	1
CCOC(=O)c1sc(NS(=O)(=O)c2ccc(C)cc2)nc1C	100	100	-5	0	10	0.3	13	13	101	18	1
Cc1cc(-c2cc(-c3ccc(Cl)cc3)on2)nc(NC2CCCC2)n1	99	u	x	x	12	x	-36	x	101	-10	x
COc1ccc(-c2noc(CN(C)S(=O)(=O)c3ccc(Cl)cc3)n2)cc1OC	103	101	x	-3	10	1.7	-18	30	103	22	6
Cc1nn(-c2ccccc2)c(C)c1/C=N/NC(=O)CSc1nnc(SCc2ccc(Cl)cc2)s1	101	157*[activator]	2	-6	68*	7.2	9	11	108	-10	29
Cc1cc(C(=O)CCC(=O)N2CCN(c3ccccc3F)CC2)c(C)s1	100	u	8	-1	10	-0.1	-50	19	99	-6	1
CN(C)c1ccc(/C=c2\sc3n(c2=O)CCCN=3)cc1	100	98	11	-2	5	0.2	-9	48	97	-14	1
Nc1nc(-c2cc(Cl)cc(Cl)c2OC(F)F)cs1	90	85	17	0	9	0.8	-8	16	89	1	11
COc1ccc(S(=O)(=O)Cc2ccc(C(=O)NCc3ccc(F)cc3)o2)cc1	94	99	x	1	4	0.4	-11	24	100	0	1
CN(C)c1ccc(/C=N/n2ncc3ccccc32)cc1	103	102	x	0	7	0.4	-8	11	103	12	2
Cc1ccc(NC2OC(C(O)CO)C(O)C2O)cc1[N+](=O)[O-] (stereo not given)	100	99	x	1	8	0.4	-21	15	98	-6	1
O=C(c1ccc(=O)[nH]n1)N1CCc2ccccc2C1	122	u	8	x	5	x	-1	x	134	-4	x
COCCNC(=O)C(C)N1c2cccc3cccc(c23)S1(=O)=O (stereo not given)	104	101	x	0	5	0.6	-11	17	101	12	3
CC(C)(C)C1=Nn2c(nnc2-c2ccccn2)SC1	102	98	-29	2	8	-0.1	-12	4	101	31	0
Cc1ccc(Cc2nc(-c3cccc(C)c3)no2)cc1	99	98	x	-5	15	0.5	-18	27	102	-2	-6
COc1cc2c(cc1NC(=O)CN1CCN(S(=O)(=O)c3ccc(C)cc3)CC1)oc1ccccc12	101	104	-7	0	23	0.6	-10	17	101	-8	2
Cc1csc(NC(=O)c2cc(C)oc2C)n1	102	97	14	0	10	0.6	-32	13	101	4	5
COc1ccc(C2CCN(Cc3cccnc3)CC2O)cc1 (stereo not given)	100	97	x	0	6	0.1	-22	40	97	11	0
CCn1c(=NC(=O)CN2C(=O)CCC2=O)sc2c(C)cc(C)cc21	97	100	x	1	6	0.8	-7	16	92	8	4
Oc1ccc(C[C@@H]2CNC(=S)N2CCc2cc(C(F)(F)F)cc(C(F)(F)F)c2)cc1	93	u	1	x	6	x	-123	x	84	11	x
Cc1cc(=O)[nH]c(SCC(=O)NC2CCCc3ccccc32)n1 (stereo not given)	111	u	3	x	6	x	-9	x	117	14	x
Cc1ccc(-c2cnc3cc(C)nn3c2)cc1	91	102	24	0	8	0.4	6	13	77	-6	2
CCCSc1cc(N)cc([N+](=O)[O-])c1	98	94	x	-2	10	0.8	-17	14	102	-12	5
O=C(NN1C(=O)C2CCCCC2C1=O)c1ccco1 (stereo not given)	104	u	-20	x	3	x	-12	x	99	14	x
O=C(CC1C(=O)NCCN1Cc1ccc(F)c(F)c1)NCCn1cccn1 (stereo not given)	103	103	-12	1	15	0.1	-20	11	104	19	0
CC(C)c1ccc(Nc2c([N+](=O)[O-])c(=O)n(C)c3ccccc23)cc1	100	u	-10	x	11	x	-11	x	102	-5	x
CC(=O)Nc1ccc(-n2nnnc2SCC(=O)NCc2cccs2)cc1	90	94	8	1	8	-0.4	-34	13	81	-5	-1
CCOC(=O)COc1c(Br)cc(C2NC(=O)NC(C)=C2C(C)=O)cc1OC (stereo not given)	77	95	0	-4	4	0.7	-10	15	94	15	2
Cc1cc(C)c2c(n1)sc1c(N3CCCCC3)ncnc12	98	u	2	x	5	x	-10	x	95	24	x
COc1ccc(/C=N/N=C2/NC(=O)CC(C(=O)O)S2)cc1 (stereo not given)	92	83	-14	0	15	0.4	1	9	88	12	4
CSc1ccc(Cn2nnc(C(=O)Nc3ccc(C)c(C)c3)c2N)cc1	100	95	x	-1	8	-1.8	-15	19	96	9	-2
O=C(NC1CCCCC1)c1ccc(Cn2cc(Cl)cn2)cc1	98	97	x	-3	14	3.0	-4	36	99	10	25
CCCC1=C(C(=O)OCC)C(c2ccc(F)cc2)n2ncnc2N1 (stereo not given)	110	105	x	0	16	-2.5	20	26	109	24	2
O=C(CCc1ccccc1)NCCCN1CCOCC1	104	99	x	-2	8	1.0	2	16	103	8	1
CCC(C)[C@H](NC(=O)Nc1ccccc1F)C(=O)OC (stereo not given in full)	100	u	-36	x	2	x	-8	x	100	-1	x
CCSc1nnc2ccc(-c3cccs3)nn12	99	99	18	-1	10	0.2	-3	13	99	14	5
Cn1c(CO)nc2cc(N)ccc21	102	102	x	0	5	-2.7	-40	11	102	6	-8
CO/C=C\C=C/c1nnn(-c2ccc(Cl)cc2)n1	95	100	-4	-21	2	0.2	22	17	98	14	9
CC(C)O/N=C1\C(=O)N(c2ccccc2)c2ccccc21	100	99	23	-2	9	0.8	7	69	97	-49	23
COc1cccc(C2CC(c3cccc(NS(C)(=O)=O)c3)=NN2C(=O)c2ccccc2)c1OC (stereo not given)	99	101	-8	-5	10	1.2	0	11	101	1	4
COc1ccc(-c2cc(C(=O)OCC(=O)NC(C)(C)C)c3ccccc3n2)cc1	105	102	x	1	27	0.4	-2	11	103	4	2
C=CCN=C1S/C(=C/c2cccc([N+](=O)[O-])c2)C(=O)N1CC=C	101	u	-4	x	11	x	-3	x	95	4	x
Cc1nnc(SCc2cc(=O)[nH]c(N3CCN(C)CC3)n2)s1	100	98	18	-2	5	0.2	-11	24	102	3	-1
CCOc1ccccc1NC(=O)Cn1c(=O)oc2ccccc21	104	101	1	-2	9	0.3	11	8	102	-4	1
Cc1ccc(OCC(=O)Nc2ccccc2N2CCCC2)c(C)c1	97	98	7	-1	11	-2.0	-21	16	99	-2	-2
FC(F)Oc1ccc(NC(=S)NN2CCOCC2)cc1	98	98	-1	6	39	0.4	-29	11	98	8	1
Cc1c(C)c(C)c(CO/N=C/c2cccs2)c(C)c1C	104	u	-12	x	5	x	-4	x	102	13	x
COc1cc2c(cc1OC)-c1nc3ccccc3c(=O)n1C(C)(C)C2	102	100	4	0	12	0.3	-15	52	99	-3	2
CCCCNC(=O)C1C2C=CC3(CN(Cc4ccccc4Cl)C(=O)C13)O2 (stereo not given)	105	99	3	1	26	0.3	-15	18	105	-2	1
Cc1cc(Cl)ccc1NC(=S)NCc1ccccc1Cl	105	113	-14	-3	11	0.6	-15	13	109	8	5
C/C(CC(=O)NCc1ccco1)=N\NC(=O)Cc1ccc(Cl)cc1	111	110	x	-3	6	-0.1	1	24	111	-1	0
CCN(CC)C(=O)CSc1nnc2nnc3cc(Cl)ccc3n12	102	u	-6	x	10	x	5	x	101	4	x
O=C(NCCN1CCCOC1=O)C(=O)NCCN1CCCOC1=O	99	u	-1	x	8	x	-5	x	99	-6	x
O=C(O)COc1cccc2ccccc12	101	103	x	1	8	0.1	-6	18	98	19	0
COc1ccc(S(=O)(=O)NC2(C(F)(F)F)N=C3SCCN3C2=O)cc1 (stereo not given)	97	102	30	0	16	0.0	-10	11	91	4	2
Cc1cc2ncc(-c3ccc(Cl)cc3)c(N)n2n1	101	102	x	0	4	-0.2	-22	24	104	-7	-1
Cn1c(NC(=O)c2ccccc2Br)cc(=O)n(C)c1=O	103	102	x	-1	6	0.2	-24	14	100	-2	2
(continued)
SMILES	RGS8-Gao reg	RGS7-Gao	Pf gamet viab	Mcl-1 Bim block	Avidin bead fluor	ABCB1 block	Mcl1 Bid PPI	GSH bead fluor	RGS4-Gao reg	Mcl1-Noxa inh	ABCG2 inh
CC1=NN(C(=O)COc2ccc(C)c(C)c2)C(O)(c2ccccc2)C1 (stereo not given)	105	101	-3	-5	8	0.4	7	12	103	9	10
CCc1ccc(OCc2n[nH]c(=S)n2Cc2ccccc2)cc1	86	101	-5	-7	7	-1.4	-24	9	99	-1	-2
Cc1ccc(CNS(=O)(=O)NCc2ccccc2F)cc1	98	93	14	1	12	0.2	5	10	98	-9	1
Cc1ccc(C)c(-n2c(-c3csc(C)c3)n[nH]c2=S)c1	98	96	x	-1	10	0.0	-5	32	99	22	-1
CCOC(=O)c1c(C)c[nH]c1C	101	102	17	0	21	-0.6	-51	12	100	-11	-2
O=[N+]([O-])c1ccc(N/N=C\c2ccccc2OCc2ccccc2)cc1	83	95	-3	-1	8	0.1	-5	4	95	18	13
CC(C)COP(=O)(c1ccc(N(C)C)cc1)C(Nc1ccccc1)c1ccccc1 (stereo not given)	99	102	-16	-3	12	1.0	-40	12	99	36	2
COc1oc(-c2ccc(Cl)cc2)nc1C(F)(F)F	74	95	x	-3	4	0.6	-8	17	96	6	0
Cc1ccc(Nc2nc(CSc3nnnn3-c3ccccc3)cs2)cc1	98	99	-21	-3	16	-0.1	-22	16	95	-2	1
O=C1C2CC=CCC2C(=O)N1c1n[nH]c(-c2ccccc2)n1 (stereo not given)	101	100	x	3	6	0.7	-6	51	100	-5	3
CCOC(=O)NC1(NCc2ccccc2)Oc2ccccc2O1	99	95	-17	-1	8	0.0	-30	47	94	5	1
Cc1ccc(Cn2c(C)cc3c(c2=O)C(c2cccs2)C(C#N)=C(N)O3)cc1 (stereo not given)	101	96	-8	4	19	0.2	-5	11	100	-17	0

Three compounds drawn at random from those above:
SMILES	RGS8-Gao reg	RGS7-Gao	Pf gamet viab	Mcl-1 Bim block	Avidin bead fluor	ABCB1 block	Mcl1 Bid PPI	GSH bead fluor	RGS4-Gao reg	Mcl1-Noxa inh	ABCG2 inh
Cc1ccc(Nc2nc(CSc3nnnn3-c3ccccc3)cs2)cc1	98	99	-21	-3	16	-0.1	-22	16	95	-2	1
COc1oc(-c2ccc(Cl)cc2)nc1C(F)(F)F	74	95	x	-3	4	0.6	-8	17	96	6	0
Cc1ccc(CNS(=O)(=O)NCc2ccccc2F)cc1	98	93	14	1	12	0.2	5	10	98	-9	1
